ALOX12 inh – blocks human arachidonate 12S-lipoxygenase; Potency, µM (titrated, usually from 108 µM), inactives show at the top dose activity change, negative = inhibition, actives largely listed as inhibitors; AID 1671190; purified 12hLO, xylenol orange hydroperoxide absorbance; 580,000 compounds, 1.1% hits; note: potency is the fitted concentration of half-maximal effect; % is set by controls: 0 for no effect and ±100 for the full control effect
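Hydroperoxide product was detected by ferrous iron/xylenol orange as the 573 to 405 nm absorbance ratio. Arachidonic acid at 40 uM (final) was turned over for 30 min at room temperature by 150 nM human 12hLO, pH 7.0 Hepes buffer, after 15 min compound preincubation.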
G9a inh – blocks human histone lysine methyltransferase G9a | Q96KQ7 | G9a H3K9 monomethylation, AlphaScreen, 2 h | Potency, µM (highest dose often 102 µM), without a hit: at the top dose activity, negative = inhibition, most hits filed as inhibitors | 350,000 compounds, 8.8% hits | AID 504332; note: potency is the fitted concentration of half-maximal effect; % is set by controls: 0 for no effect and ±100 for the full control effect; nearly all actives have a fitted effect of over 75% in size
Target sequence (Q96KQ7 913-1193 limits assumed): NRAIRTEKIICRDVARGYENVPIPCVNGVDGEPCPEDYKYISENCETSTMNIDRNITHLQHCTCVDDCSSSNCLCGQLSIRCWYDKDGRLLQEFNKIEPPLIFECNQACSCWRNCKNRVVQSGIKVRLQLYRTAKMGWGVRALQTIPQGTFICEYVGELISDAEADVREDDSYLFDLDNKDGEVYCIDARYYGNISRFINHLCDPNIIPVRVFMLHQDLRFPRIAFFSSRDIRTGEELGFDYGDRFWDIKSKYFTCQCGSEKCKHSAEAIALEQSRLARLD
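Step 1: enzyme (final 20 nM) with compound, 15 min RT. Step 2: substrate peptide 500 nM and SAM 20 uM, 2 h RT. Step 3: anti-H3K9me1 antibody and AlphaScreen beads, 10 min, then plate read.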
BAZ2B inh – BAZ2B (human) inhibition | AID 504333 | Q9UIF8 | Potency, µM (titrated, usually from 114 µM), inactives show top-dose activity change, negative = inhibition, actives largely listed as inhibitors | 360,000 compounds, 4.4% hits | AlphaScreen BAZ2B-H3K14Ac peptide displacement; note: potency is the fitted concentration of half-maximal effect; % is set by controls: 0 for no effect and ±100 for the full control effect; nearly all actives have a fitted effect of over 60% in size
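Inhibition is scored as reduced AlphaScreen emission. The BAZ2B/b-H3(5-23)K14Ac complex (50 nM each) in PBS pH 7.4, 0.01% Tween-20 meets compound (up to 110 uM) for 30 min at RT before bead addition.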
JMJD2A Tudor inh – blocks the human JMJD2A Tudor domain; O75164; AlphaScreen JMJD2A-Tudor / H3K4me3 peptide binding; Potency, µM (doses to about 114 µM), for inactives: top-dose activity change, negative = inhibition, most hits filed as inhibitors; 390,000 compounds, 4.4% hits; note: potency is the fitted concentration of half-maximal effect; % is set by controls: 0 for no effect and ±100 for the full control effect; nearly all actives have a fitted effect of over 50% in size
ERG Ets-DNA blk – inhibitors of human ERG Ets domain-DNA interaction | P11308 | fluorescence polarization, His-ERG Ets domain / labelled DNA | Potency, µM (highest dose often 76.9 µM), inactives show at the highest dose FP activity, negative = inhibition, actives largely listed as inhibitors | 370,000 compounds, 0.028% hits | AID 624246; active = well fitted inhibition curve with a large enough effect in the polarisation, with a control signal flat; inconclusive = small, poorly fitted or top-dose-only effect, or effect the other way, or a change in a side signal; inactive = no such curve, though single readings can be large or run the other way; the % refers to the polarisation;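 note: polarization taken with two DNA probes labelled with fluorescein and Texas red; potency is the fitted concentration of half-maximal effect; % of control where 0% means no effect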
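His-tagged ERG Ets domain (1 uM in the protein solution; 300mM KCl, 50mM Tris-HCl, 1mM EDTA, 1mM DTT, pH 7.5) received compound, then a probe mix of 5 nM fluorescein-DNA and 100nM Texas-615-DNA. Fluorescence polarization was read for both dyes.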
GLS inh – blocks human kidney-isoform glutaminase activity; GLS enzymatic activity, qHTS titration; O94925; 410,000 compounds, 0.21% hits; Potency, µM (series often up to 45.5 µM), without a hit: at the highest dose activity change, negative = inhibition, actives largely listed as inhibitors; note: potency is the fitted concentration of half-maximal effect; % is set by controls: 0 for no effect and ±100 for the full control effect
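Coupled fluorescence readout: glutamate oxidase/HRP/Amplex Red detect glutamate formed by hKGA from L-glutamine (1 mM solution added). Buffer 45 mM KH2PO4 pH 8.2, 0.02% Tween-20; reads at t0 and 30 min RT.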
RGS4 inh – human RGS4 inhibition; P49798; 390,000 compounds, 0.039% hits; Potency, µM (top dose mostly 114 µM), inactives show top-dose activity change, negative = inhibition, actives largely listed as inhibitors; Transcreener GDP fluorescence polarization, RGS4-accelerated GTP hydrolysis; note: potency is the fitted concentration of half-maximal effect; % is set by controls: 0 for no effect and ±100 for the full control effect; nearly all actives have a fitted effect of over 75% in size; some results filed as inactive show a strong effect at the top dose
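MLSMR compounds (23 nl, pin-transferred) preincubated 10 min at room temperature with a 500nM (2x) first reagent, then RGS4 at 900nM (2x) plus Transcreener GDP mix added; fluorescence polarization (620/688 nm) read before and after 90 min at 30 °C.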
HP1b binding inh – HP1-beta chromodomain-methylated histone interaction inhibition; P83916; AlphaScreen HP1-beta / biotin-H3K9me3 peptide binding; Potency, µM (doses to about 114 µM), without a hit: top-dose activity change, negative = inhibition, hits mostly inhibitors; 390,000 compounds, 0.56% hits; AID 540317; note: potency is the fitted concentration of half-maximal effect; nearly all actives have a fitted effect of over 70% in size; inactives centre near 23
Target sequence (P83916 whole entry, looked up): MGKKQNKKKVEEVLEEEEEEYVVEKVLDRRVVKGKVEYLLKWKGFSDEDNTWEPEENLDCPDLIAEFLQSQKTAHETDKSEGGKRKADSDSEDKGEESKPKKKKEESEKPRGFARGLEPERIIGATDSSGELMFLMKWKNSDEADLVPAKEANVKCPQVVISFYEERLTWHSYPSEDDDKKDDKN
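AlphaScreen: HP1-beta (50 nM) preformed 30 min with biotin-H3(1-18)K9me3 peptide (50 nM) in PBS pH 7.4, 0.01% Tween-20. Compound added for 30 min at RT, then streptavidin donor/nickel chelate acceptor beads (10 ug/mL) for 30 min.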
PI4K2A block – PI4K2A (human) kinase inhibition. Q9BTU6. purified PI4K2A, ADP-Glo luminescence, 1 h; stronger effect = lower value. activity change, negative = inhibition, % at 76.9 µM. 420,000 compounds, 0.13% hits. AID 1346378; in the data active = activity change below about -50%; inconclusive = mostly about -30% to -49%;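 note: -100% = wells without enzyme as full effect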
Target sequence (Q9BTU6 whole entry, looked up): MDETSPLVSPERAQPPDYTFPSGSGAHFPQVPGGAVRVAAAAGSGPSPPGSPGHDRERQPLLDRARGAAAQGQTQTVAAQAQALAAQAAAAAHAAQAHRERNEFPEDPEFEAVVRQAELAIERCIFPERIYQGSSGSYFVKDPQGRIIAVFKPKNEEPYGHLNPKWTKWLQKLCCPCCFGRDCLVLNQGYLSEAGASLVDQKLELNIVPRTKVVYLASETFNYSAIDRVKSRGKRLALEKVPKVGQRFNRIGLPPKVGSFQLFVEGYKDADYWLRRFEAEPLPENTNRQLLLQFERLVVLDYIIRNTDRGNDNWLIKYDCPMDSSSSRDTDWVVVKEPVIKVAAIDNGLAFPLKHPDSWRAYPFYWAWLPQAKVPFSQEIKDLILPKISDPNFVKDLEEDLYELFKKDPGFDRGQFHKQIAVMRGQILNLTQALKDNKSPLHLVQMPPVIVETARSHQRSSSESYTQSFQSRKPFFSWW
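In this quantitative HTS, ADP production by PI4K2A was quantified luminescently after 1 h at ambient temperature; 100 microM adenosine served as plate-quality control.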
* = called active by the depositor; u = inconclusive; x = not tested or not shown; & = joins results of further samples; [ ] = remark or other dose. Unless noted, calls come from the whole dose curve; as a rule, active = well fitted curve in the direction sought with a large enough effect; inconclusive = small, poorly fitted or top-dose-only effect, or another doubt; inactive = no such curve, though single readings can be large; an effect the other way counts as inactive or inconclusive. Only part of the results is shown; count on the stated rates, not on these rows.

structure	ALOX12 inh	G9a inh	BAZ2B inh	JMJD2A Tudor inh	ERG Ets-DNA blk	GLS inh	RGS4 inh	HP1b binding inh	PI4K2A block
CC1CCC(C(C)C)C(OC(=O)Cn2c(-c3ccc(Cl)cc3)[n+](C)c3ccccc32)C1 (stereo unspecified)	0%	1%	-3%	-21%	-1%	4%	-5%[56.9 µM]	51%[activator]	-5
Cn1c2ccccc2c(=O)c2c(=O)n(Cc3ccco3)c(COc3ccccc3)nc21	u	u	56µM*	45µM*	-9%	-4%	-54%	-10%	-19
CC1=NN(/C(=N\c2nnc(C)s2)Nc2ccccc2)[C@H](c2ccc(C)cc2)S1	-6%	u	4%	-20%	8%	-3%	13%	18%	2
COc1ccc(-c2nnc(SCCC(=O)O)n2-c2ccccc2)cc1	u	u	-14%	40µM*	-17%	-18%	-14%	41%[activator]	-6
CCn1c(SCC(=O)c2ccccc2)nnc1-c1cc2cc(Br)ccc2o1	0%	-12%	5%	-18%	-6%	-1%	-36%	25%	6
COc1ccc(NC(=O)c2ccc(C)cc2Cl)c([N+](=O)[O-])c1	10%	14%[0.501 µM]	-30%	-15%	3%	-2%	41%	17%	4
CCOC(=O)C1=C(O)C(=O)C(C(=O)OCC)C1 (stereo unspecified)	u	x	x	10µM*	x	13%	-9%	u	-18
Cc1cccc(CCNC(=O)c2cc3c(=O)[nH]c4ccc(C)cc4c3s2)c1	1%	-1%[59 µM]	11%	-8%	2%	-9%	0%	44%[activator]	4
O=C(CSc1nc(-c2ccccc2)nc2c1CCCC2)c1ccc(Cl)cc1	-20%	3%[59 µM]	3%	16%	-2%	-1%	-3%	52%[activator]	0
O=C(CSCc1ccc(Br)cc1)N1CCOCC1	10%	18%[59 µM]	12%	-20%	x	-1%	2%	22%	-2
CC(=O)Nc1sc2c(c1C(c1cccc(F)c1)N1CCN(CCO)CC1)CCCC2 (stereo unspecified)	462%[activator]	u	-36%	u	9%	8%	-10%	6%	-5
CCCCN(CC)CCCNC(=O)c1ccc2c(c1)NC(=O)CN2C	19%	-28%[59 µM]	1%	-15%	1%	16%	6%	-13%	-5
O=C(NCc1ccccc1C(F)(F)F)C1CC(c2ccccc2C(F)(F)F)=NO1 (stereo unspecified)	-17%	11%[12.7 µM]	11%	-4%	-7%	0%	-14%	35%	-3
O=C(NCCNC(=O)c1ccc(Br)o1)c1ccc(Br)o1	-9%	-28%	u	-8%[11.4 µM]	-5%	-4%	11%[11.4 µM]	-7%	-2
CCCCCC1CCC(c2ccc(C(N)=O)cc2)CC1 (stereo unspecified)	4%	-37%[59 µM]	3%	-12%	-4%	6%	-14%	18%	-7
Cc1ccc(CNC(=O)CCS(=O)(=O)c2cc3c4c(c2)CCN4C(=O)CC3)cc1	-30%	8%[59 µM]	4%	-8%	-5%	-5%	0%	10%	0
CCc1ccccc1NC(=S)N1CCC(C(=O)c2ccc(F)cc2)CC1	2%	14%	u	-14%	x	8%	-2%	19%	0
O=c1cc(CSc2nnnn2-c2ccccc2)nc(Nc2ccc(F)cc2)[nH]1	-18%	u	u	u	4%	0%	u	38%	0
CCN1C(=O)[C@@H]2[C@@H](c3ccc(-c4ccc(Cl)c(Cl)c4)cc3)N3CCC[C@@]3(C(=O)OC)[C@@H]2C1=O	-17%	x	x	u	8%	0%	11%	29%	-5
CCOC(=O)c1cccc(NC(=O)c2ccc3nc(CCc4ccccc4)oc3c2)c1	-15%	-5%[59 µM]	-29%	-13%	-1%	1%	-6%	8%[57 µM]	-1

The results go on:
Compound | ALOX12 inh | G9a inh | BAZ2B inh | JMJD2A Tudor inh | ERG Ets-DNA blk | GLS inh | RGS4 inh | HP1b binding inh | PI4K2A block
CCCc1cc(C(=O)NC2CCCCC2)no1 | 30% | -4%[59 µM] | -4% | -12% | -3% | 0% | -2% | 10% | -4
Cc1c(Br)c(C(F)(F)F)nn1CC(=O)NCC1CCCO1 (stereo unspecified) | 9%[57.4 µM] | 9%[59 µM] | 22% | -12% | x | 15% | 18% | 18% | -3
Cc1ccc(CN2C(=O)N(c3ccc(F)cc3)C(=O)C2CC(=O)Nc2ccc(Cl)cc2)cc1 (stereo unspecified) | -21% | 10%[59 µM] | 1% | -6% | -3% | -7% | 8% | 48%[activator] | -2
COc1ccc(C(=O)NCCn2cc(SCC(N)=O)c3ccccc32)cc1 | 57%[activator] | 5% | -11% | -20% | 4% | 4% | -14%[56.9 µM] | 58%[activator] | -6
CC(=O)Nc1ccc(OC(=O)c2cc([N+](=O)[O-])ccc2Cl)cc1 | -10% | -8% | 6% | -10% | 3% | 4% | -43% | 1% | 2
C#CC(C)(CC)NC(=O)c1cc(OC)c(OC)c(OC)c1 (stereo unspecified) | 0% | -19% | 10% | 3% | -4% | 15% | 33% | 27% | -3
CCOC(=O)c1cccc(N/C=C/C(=O)c2ccc(OC)c(OC)c2)c1 | -27% | -28%[59 µM] | -3% | u | 0% | 12% | -36% | -5% | -4
CN(C(=O)COC(=O)c1ccccc1NCc1ccco1)c1c(N)n(Cc2ccccc2)c(=O)[nH]c1=O | -27% | u | 1% | -19% | -2% | 0% | -21% | 0% | -3
Cc1ccc(NC(=O)CSc2nn3c(=O)c(C)nnc3s2)cc1Cl | 61%[activator] | x | -8% | u | -6% | -5% | 7% | 46%[activator] | -1
CC(C)N(Cc1ccccc1)C(=O)/C=C/c1ccccc1[N+](=O)[O-] | -13% | 10%[12.7 µM] | u | -24% | 7% | 1% | 14% | 2% | 2
NC1=C(Br)C(=O)c2ncccc2C1=O | u | x | x | u | -9% | 0% | u | u | u
Cc1ccccc1C(=O)NN1CC(C(=O)OCc2ccc(Cl)c(Cl)c2)CC1=O (stereo unspecified) | 42% | u | -19% | -10% | -13% | 2% | -4% | 25% | -3
CCc1nnc(NC(=O)c2ccc(Cl)c(S(=O)(=O)N3CCc4ccccc4C3)c2)s1 | -18% | -2%[59 µM] | 11% | -6% | 7% | 4% | -23% | 37% | -1
O=c1[nH][nH]c(-c2ccccc2)c1C=Nc1ccccc1 | 0% | x | -9% | -22% | 12% | -5% | -8% | 27% | 2
C=CCN(c1ccccc1)S(=O)(=O)c1cccc(C(=O)Nc2ccc(N3CCOCC3)cc2)c1 | -27% | 9%[0.501 µM] | u | u | -8% | -10% | -20% | -15% | 0
COc1ccc(C(=O)N/C(=C\c2cccc([N+](=O)[O-])c2)C(=O)Nc2cccc(C(=O)O)c2)cc1 | -12% | 2% | -3% | 1%[11.4 µM] | -12% | -15% | -13% | 14% | -1
CS/C(=N\S(=O)(=O)c1cccs1)Nc1ccc(Br)cc1F | -17%&-13% | u | -3% | -6%&-7% | 0%&2% | -3%&14% | 33%&-12% | 26%&17% | 8&3
COC(=O)C1CCN(c2ccc([N+](=O)[O-])cc2[N+](=O)[O-])CC1 | -25% | u | u | u | 9% | -13% | 0%[56.9 µM] | -7% | 2

Of the compounds above, 6 have an aryl methoxy group:
Compound | ALOX12 inh | G9a inh | BAZ2B inh | JMJD2A Tudor inh | ERG Ets-DNA blk | GLS inh | RGS4 inh | HP1b binding inh | PI4K2A block
COc1ccc(-c2nnc(SCCC(=O)O)n2-c2ccccc2)cc1 | u | u | -14% | 40µM* | -17% | -18% | -14% | 41%[activator] | -6
COc1ccc(NC(=O)c2ccc(C)cc2Cl)c([N+](=O)[O-])c1 | 10% | 14%[0.501 µM] | -30% | -15% | 3% | -2% | 41% | 17% | 4
COc1ccc(C(=O)NCCn2cc(SCC(N)=O)c3ccccc32)cc1 | 57%[activator] | 5% | -11% | -20% | 4% | 4% | -14%[56.9 µM] | 58%[activator] | -6
C#CC(C)(CC)NC(=O)c1cc(OC)c(OC)c(OC)c1 (stereo unspecified) | 0% | -19% | 10% | 3% | -4% | 15% | 33% | 27% | -3
CCOC(=O)c1cccc(N/C=C/C(=O)c2ccc(OC)c(OC)c2)c1 | -27% | -28%[59 µM] | -3% | u | 0% | 12% | -36% | -5% | -4
COc1ccc(C(=O)N/C(=C\c2cccc([N+](=O)[O-])c2)C(=O)Nc2cccc(C(=O)O)c2)cc1 | -12% | 2% | -3% | 1%[11.4 µM] | -12% | -15% | -13% | 14% | -1
